VIM-2 inhibitor: inhibitors of Pseudomonas aeruginosa VIM-2 metallo-beta-lactamase | purified VIM-2, nitrocefin hydrolysis, epi-absorbance fluorescence | inhibition, % at 5.6 µM | hit rate 0.89% among 290,000;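 active = inhibition above the mean of all tested compounds plus 3 SD, cutoff set per screening run, cut at about 7.5% in these data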;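 also: red hydrolysis product quenches plate fluorescence so inhibitors raise well fluorescence; 0% = enzyme with DMSO and 100% = DMSO without enzyme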
SUMO HTRF inh: blocks human SUMOylation mediated by UBC9; P63279; HTRF SUMOylation assay, SAE1/SAE2 + UBC9, in vitro; inhibition, % at 35 µM; hit rate 0.36% among 290,000; AID 2006; in the data active = inhibition above about 50%, passing the limit was not always enough; also: strong numbers were not always called active
Target sequence (P63279 whole entry, looked up): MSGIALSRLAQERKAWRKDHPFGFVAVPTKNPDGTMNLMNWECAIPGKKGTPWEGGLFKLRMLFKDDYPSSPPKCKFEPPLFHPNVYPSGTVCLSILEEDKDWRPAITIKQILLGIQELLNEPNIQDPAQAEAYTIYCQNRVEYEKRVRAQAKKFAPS
NS3 helicase inh: blocks Hepatitis C virus NS3 helicase unwinding; AID 1800; NS3 helicase DNA unwinding, Cy5 molecular beacon fluorescence; inhibition, % at 10.9 µM; hit rate 0.56% among 290,000;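 active = inhibition above the mean of all tested compounds plus 3 SD, set per campaign, cut at about 35% in these data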;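 also: 0% = DMSO wells and 100% = thioflavine S control wells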
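System: Hepatitis C virus NS3 helicase domain fragment enzyme | Reagent: Annealed dual-labelled DNA beacon duplex, ATP-started | Compound dosing: 10.9 µM single point, 0.8% DMSO | Incubation: 1 h reaction at 25 °C, ATP-initiated | Technique: Cy5 fluorescence | Evaluation: Percent inhibition from t60/t0 fluorescence ratio | Benchmarks: Low DMSO, high thioflavine S at 110 µM | Replication: Singlicate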
GalR3 antag: blocks the human galanin receptor 3; HEK293 GalR3-CNG cAMP membrane potential fluorescence; galR3 body fused to GalR1 C-terminus; inhibition, % at 3 µM; hit rate 0.44% among 360,000; AID 651719;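 active = inhibition above the screen-wide average plus 3 SD, cut at about 13% in these data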;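 also: forskolin and galanin both at EC90 stimulate the cells; cAMP rise reported by CNG channel membrane potential dye signal; 0% = forskolin plus galanin with DMSO and 100% = forskolin alone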
Target sequence (O60755 1-299 limits assumed): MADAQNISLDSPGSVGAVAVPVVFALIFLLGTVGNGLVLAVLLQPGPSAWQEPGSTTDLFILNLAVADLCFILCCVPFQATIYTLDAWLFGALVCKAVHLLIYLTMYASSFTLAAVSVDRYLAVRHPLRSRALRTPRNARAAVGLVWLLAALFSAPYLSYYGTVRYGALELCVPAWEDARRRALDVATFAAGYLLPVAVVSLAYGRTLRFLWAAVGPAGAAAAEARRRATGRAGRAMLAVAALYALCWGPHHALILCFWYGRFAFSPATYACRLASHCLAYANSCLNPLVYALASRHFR
IMP-1 inh: blocks Pseudomonas aeruginosa IMP-1 metallo-beta-lactamase; inhibition, % at 5.6 µM; AID 1556; hit rate 0.45% among 290,000; purified IMP-1, nitrocefin hydrolysis, epi-absorbance fluorescence;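 active = inhibition above the mean plus 3 SD of all compounds in the same screening run, cut at about 4.5% in these data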;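 also: 0% = IMP-1 with DMSO and 100% = DMSO wells lacking enzyme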
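System: Purified IMP-1 | Read-out basis: Percent enzyme inhibition | Controls: IMP-1 with DMSO as 0%, enzyme-free DMSO as 100% | Replicates: One well per compound | Doses: 5.6 µM nominal single concentration | Detection: Epi-absorbance fluorescence, 480 nm excitation, 530 nm emission | Incubation: 25 °C, 15 min preincubation, 25 min reaction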
pCIP destab: p/CIP protein destabilization; Q05BA5; AID 1984; F442A p/CIP-EGFP cells, EGFP fluorescence, 16 h; decrease of EGFP signal, % at 10 µM; hit rate 0.01% among 290,000;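 active = EGFP signal decrease of at least 30% at 10 µM or well 3 SD below plate mean, unless failing retest; inactive = the rest, including hits failing retest or dose response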; also: some compounds called inactive have numbers as strong as hits; many of its hits are not listed in these tables
IDE cell inh: inhibits human insulin-degrading enzyme in HEK cells. P14735. FAbetaB cleavage, fluorescence polarization. inhibition, % at 5.59 µM. hit rate 0.41% among 320,000. AID 434962;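 active = percent inhibition above the average of all tested compounds plus 3 SD, set per screening campaign, cut at about 16% in these data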;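 also: IDE supplied by intact live HEK cells; FP after avidin binding of uncleaved biotin substrate so inhibition keeps polarization high; 0% = DMSO wells and 100% = 60 µM reference IDE inhibitor Ii1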
CRFBP-R2 block: blocks CRF-induced signaling of the CRF-BP/CRF-R2 complex; HEK293 CRF-R2/CRF-BP, CRF-induced calcium fluorescence; inhibition, % at 11.8 µM; hit rate 0.59% among 350,000; AID 588475;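 active = inhibition of the ligand-induced calcium signal above about 50% at the single tested concentration, limit read from the data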
IDE act: IDE (human) activation, cell-based | P14735 | HEK cells, FAbeta-B cleavage, fluorescence polarization; 0% vehicle, 100% cell-free pure enzyme wells | activation, % at 5.96 µM | hit rate 0.073% among 340,000 | AID 493087;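 active = activation above the mean of all tested compounds plus 3 SD, set per screening campaign, cut at about 17% in these data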
Numbers without * were called inactive; . = not tested or not shown.

SMILES | VIM-2 inhibitor | SUMO HTRF inh | NS3 helicase inh | GalR3 antag | IMP-1 inh | pCIP destab | IDE cell inh | CRFBP-R2 block | IDE act
Cc1ccc(C2(CCNS(=O)(=O)c3ccc(C)cc3)CCOC(C(C)C)C2)cc1 (stereo not drawn) | -3.2 | -36 | -20 | -7 | -0.3 | -14 | 5 | -11 | 0
Cc1cc(C)c(S(=O)(=O)N2CCCCC2CCNC(=O)C(=O)NCc2ccco2)c(C)c1 (stereo not drawn) | . | . | . | -4 | . | . | 5 | 0 | 1
CCOc1ccc(C(C)NC(=O)Cc2ccccc2)cc1OCC (stereo not drawn) | -3.2 | 1 | -1 | 0 | 0.2 | -6 | 6 | 14 | 5
Cc1cc(C)c2c(=O)n(CC(=O)N3CCC(N4CCCCC4)CC3)sc2n1 | -2.8 | -8 | 14 | . | -4.6 | 1 | 7 | -14 | -56
CCOc1ccc(C(=O)N2CCN(c3ccccn3)CC2)cc1 | 1.7 | -11 | -2 | -10 | -1.6 | -8 | 0 | 7 | 7
Cc1sc2nc(CN3CCOCC3)nc(NS(=O)(=O)c3cc(Cl)ccc3Cl)c2c1C | . | . | . | 8 | . | . | 1 | 3 | 6
CCC1(C)Cc2c(sc3nc4n(c(=O)c23)CCS4)CO1 (stereo not drawn) | 3.1 | 18 | -3 | -2 | 0.8 | -1 | 6 | 3 | 0
Cc1cccc(C(C)C)c1NC(=O)COC(=O)CN1C(=O)C2CC=CCC2C1=O (stereo not drawn) | . | . | . | -3 | . | . | 0 | 15 | 1
CC1CC1C(=O)OCC(=O)NNC(=O)COc1ccc(Br)cc1 (stereo not drawn) | . | . | . | -3 | . | . | 12 | 7 | 5
CC(=O)NCc1ccc(C(=O)CSc2nnc(C3CC3)n2C2CC2)cc1 | . | . | . | -4 | . | . | -1 | -8 | -1
CCCCCCCN(C(=O)CCl)c1cccc(C)c1 | -2.0 | -5 | 3 | -2 | -3.9 | -3 | 7 | -36 | 3
CCOC(=O)c1sc(NC(=O)CSc2n[nH]c(C)n2)nc1C | -4.9 | 7 | -10 | 0 | -1.7 | 3 | 0 | 16 | 0
O=C(Cc1ccccc1)Nc1ccccc1Oc1ccccc1 | -3.4 | -5 | -27 | -3 | -1.6 | -5 | 7 | 34 | 1
O=C(NC1CCCCCCC1)C1c2ccccc2C(=O)N1Cc1cccs1 (stereo not drawn) | -1.8 | -15 | -2 | -7 | -4.3 | -3 | 9 | -5 | 5
Cc1ccc(NC(=O)CSc2nc3ccc(Nc4nc(N5CCOCC5)nc(N5CCOCC5)n4)cc3s2)cc1 | -2.8 | 11 | 10 | -1 | -3.6 | -11 | . | 36 | 2
CCOC(=O)/C(=N/Nc1ccc(Cl)cc1)S(=O)(=O)c1ccccc1 | 1.0 | 0 | 0 | -8 | -2.8 | -7 | -1 | -6 | 5
Cc1cccc(-c2ncc(S(=O)(=O)C(C)(C)C)c(N)n2)c1 | -1.9 | 11 | -5 | -6 | -2.5 | -27 | 7 | -27 | 0
C=CCOC(=O)C1=C(C)NC(C)=C(C(=O)OCC=C)C1c1cccs1 | -2.3 | -5 | -24 | . | -1.2 | -6 | -4 | 34 | -2
Cc1c(N=Cc2cc3c(cc2Cl)OCO3)c(=O)n(-c2ccccc2)n1C | . | 0 | . | -7 | . | 2 | -3 | 5 | -1
COCCCNC(=O)CSc1nc2c(sc3ccccc32)c(=O)n1CCCC(=O)NCC1CCCO1 (stereo not drawn) | -0.4 | -1 | 2 | 7 | -2.2 | 1 | -8 | -13 | -2
Cc1ccc2nc(-c3ccncc3)cc(C(=O)Nc3ccc(OC(F)F)cc3)c2c1 | -1.1 | 62* | -2 | 5 | -1.6 | -6 | 1 | 1 | 1
O=C1C2C3C=CC(C4CC34)C2C(=O)N1/N=C/c1ccc(-c2ccc(F)cc2[N+](=O)[O-])o1 (stereo not drawn) | -1.7 | 21 | 1 | -1 | -3.0 | -7 | 3 | -17 | -10
O=[N+]([O-])c1cc(/C=N\Nc2ccccn2)ccc1Cl | 3.1 | 8 | -9 | -14 | 0.1 | 0 | 0 | -7 | 0
O=C(CN1CC(c2ccccc2)CC1=O)OCc1ccccc1F (stereo not drawn) | -3.4 | 28 | -3 | -3 | -3.5 | -10 | 0 | -2 | 2
COC(=O)CN1C(=O)S/C(=C/c2cc(C)n(C)c2C)C1=O | 0.4 | -19 | -1 | -2 | -2.2 | -6 | 0 | 23 | 3
CC(Sc1nc2ccccc2[nH]1)C(=O)O (stereo not drawn) | 0.1 | 0 | 5 | -7 | -3.1 | -13 | 7 | 11 | 1
COCCNc1nnc(SCC(=O)NNC(=O)c2ccc([N+](=O)[O-])cc2)s1 | . | . | . | -4 | . | . | 1 | 8 | 2
Cc1n[nH]c(=O)c2c(NC(=O)CSc3ccccc3Cl)oc(C)c12 | . | . | . | -4 | . | . | -4 | -5 | 2
CCSC1=C(C#N)C(c2ccc3c(c2)OCO3)C2=C(CCCC2=O)N1 (stereo not drawn) | -0.4 | 22 | 11 | -2 | -4.5 | -2 | 3 | -2 | 0
O=C(CN1C(=O)NC2(CCCc3ccccc32)C1=O)NCc1cccs1 (stereo not drawn) | . | . | . | -6 | . | . | -6 | -2 | 1
O=C(NCc1ccco1)C(c1ccc(F)cc1)N(CC1CCCO1)C(=O)Cn1nnc2ccccc21 (stereo not drawn) | -0.7 | 14 | -3 | 2 | -5.4 | -4 | -2 | -4 | 5
CCOC(=O)C1CCN(C(=O)CC2C(=O)N(Cc3ccccc3)C(C)c3nc4ccccc4n32)CC1 (stereo not drawn) | -2.9 | 14 | 7 | -7 | -3.2 | -8 | -1 | -3 | 4
Oc1ccc(-c2nc(-c3ccc(F)cc3)c(-c3ccncc3)[nH]2)cc1 | . | . | . | -5 | . | . | 5 | -30 | 4
CNC(=O)c1c[nH]c2ccc(S(=O)(=O)Nc3ccccc3F)cc2c1=O | -1.6 | 11 | 6 | -7 | -0.9 | -10 | 6 | 6 | -3
CN(C)S(=O)(=O)c1cccc(NC(=O)COC(=O)c2ccc3c(c2)OCO3)c1 | -2.2 | -9 | -9 | -6 | -2.2 | 2 | -3 | -13 | 0
CCOc1ccccc1NC(=O)CSc1n[nH]c(N)n1 | -2.5 | -1 | 1 | -1 | -4.8 | 9 | 9 | -6 | 2

Compound profiles, from the list above:
O=C(NCc1ccco1)C(c1ccc(F)cc1)N(CC1CCCO1)C(=O)Cn1nnc2ccccc21 (stereo not drawn) reads VIM-2 inhibitor: -0.7; SUMO HTRF inh: 14; NS3 helicase inh: -3; GalR3 antag: 2; IMP-1 inh: -5.4; pCIP destab: -4; IDE cell inh: -2; CRFBP-R2 block: -4; IDE act: 5
CCOc1ccc(C(=O)N2CCN(c3ccccn3)CC2)cc1 reads VIM-2 inhibitor: 1.7; SUMO HTRF inh: -11; NS3 helicase inh: -2; GalR3 antag: -10; IMP-1 inh: -1.6; pCIP destab: -8; IDE cell inh: 0; CRFBP-R2 block: 7; IDE act: 7

Next compounds follow.
SMILES | VIM-2 inhibitor | SUMO HTRF inh | NS3 helicase inh | GalR3 antag | IMP-1 inh | pCIP destab | IDE cell inh | CRFBP-R2 block | IDE act
Cc1ccc2c(Cl)cc(Cl)c(OCC(=O)O)c2n1 | -1.2 | 8 | -2 | -2 | -2.7 | -4 | 4 | -4 | 3
O=C(NCCCN1CCCC1)Nc1ccc(F)cc1 | -1.9 | 5 | 3 | -2 | -2.4 | -16 | -1 | 4 | 5
COc1ccc(/C=N/Nc2nc(N3CCCCC3)nc(N3CCCCC3)n2)cc1[N+](=O)[O-] | -0.9 | -1 | -6 | -2 | -2.5 | -5 | -8 | 16 | -2
CCC1Oc2ccc(C)cc2N(CC(=O)N2CCCC2)C1=O (stereo not drawn) | -1.9 | -6 | 14 | -11 | -1.5 | -6 | 6 | 2 | 3
CCC(=O)N/N=C/c1ccc(OS(=O)(=O)c2ccccc2)cc1 | 1.4 | 16 | 3 | -4 | -0.9 | -3 | 1 | 5 | 2
O=C(C1=C[C@@H](c2coc3ccccc3c2=O)C[C@@H](OCc2ccc(CO)cc2)O1)N1CCN(Cc2ccccc2)CC1 | -3.1 | -9 | -12 | . | -4.2 | -2 | -6 | 2 | 5
Cc1nn(C(C)C(=O)N2CCCC2)c(=O)c2nn(-c3ccccc3)c(C)c12 (stereo not drawn) | -0.1 | -1 | -3 | -8 | -0.7 | -22 | -4 | 10 | 4
CCN(CC)CCN1C(=O)C(=O)/C(=C(/O)c2c(C)[nH]c(C(=O)OC)c2C)C1c1ccc(OC)cc1 (stereo not drawn) | -3.0 | 15 | -2 | -4 | -2.9 | -9 | 7 | 12 | 1
CCOC(=O)C1CCN(C(=O)c2ccc(OCC(=O)Nc3cccc(C(F)(F)F)c3)c(OC)c2)CC1 | . | . | . | 92* | . | . | 1 | 4 | 0
COc1ccc(CN(CC2CCC(C(=O)O)CC2)C(=S)Nc2cc(C)cc(C)c2)cc1 (stereo not drawn) | -2.3 | 16 | 10 | -6 | -2.0 | 10 | 3 | 1 | 4
Cc1ccccc1C(=O)NCC(=O)OC(C)C(=O)NCc1ccco1 (stereo not drawn) | . | . | . | -5 | . | . | 2 | -2 | 3
O=C(N/N=C1\C2CN3CCN(C2)CC1(c1ccccc1)C3)c1ccc(F)cc1 | -2.3 | -12 | 1 | -8 | -4.2 | -5 | 5 | -4 | -2
CCOC(=O)c1cnn(-c2ccc(Cl)cc2)c1C1CCN(C(=O)OC(C)(C)C)CC1 | -3.9 | 5 | -3 | -8 | -4.7 | -6 | 12 | -10 | -2
O=c1c2ccccc2nc(SCc2ccccc2)n1Cc1ccco1 | 0.1 | -4 | 8 | -12 | -0.8 | -9 | -3 | 7 | -3
Nc1c(-c2ccc(Cl)cc2)cnn1-c1cccc([N+](=O)[O-])c1 | -6.2 | 9 | -6 | -4 | -0.3 | -14 | -2 | 8 | -5
COc1cc(C(=S)N2CCOCC2)cc(OC)c1OC(=O)c1ccccc1[N+](=O)[O-] | 0.0 | -9 | -1 | -5 | -3.2 | -5 | -1 | 5 | 7
CC(=O)Nc1nc(C)c(Oc2ccc(C)cc2)c(=O)[nH]1 | -0.1 | 21 | 10 | 2 | -0.6 | -9 | -7 | -5 | 3
CC(C)[C@H](NC(=O)[C@@H]1CSCN1C(=O)OC(C)(C)C)C(=O)NCC1CCC(C(=O)O)CC1 (stereo partly drawn) | 0.5 | -2 | -3 | 4 | 0.0 | 5 | -1 | 36 | 1
CC1=C(C(=O)Nc2ccccc2C)C(c2ccc(C)o2)n2c(s/c(=C/c3ccccc3)c2=O)=N1 (stereo not drawn) | -2.4 | -4 | 12 | -2 | -2.9 | -13 | 1 | 42 | 2
Cc1cccc(C)c1NC(=S)NC1CCCCC1 | -1.9 | 0 | 2 | 4 | -2.0 | -4 | -5 | 2 | -1
Cn1c(C(=O)O)cnc1Sc1ncc(C(F)(F)F)cc1Cl | -0.3 | -6 | 5 | -3 | -1.4 | 12 | 1 | 17 | 2
COC(=O)[C@H](CCSC)NC(=O)Nc1ccc(C)c(C)c1 | -1.0 | 10 | -1 | -4 | -2.4 | 3 | 0 | -8 | 1

Screening results (PubChem BioAssay)

Random draw from the library; overall some 3.2% were active at least once.
